FLuc counter – firefly luciferase modulation, counter-screen for miR-21 project; AID 588342; 360,000 compounds, 6.9% hits; Potency, µM (top dose mostly 57.5 µM), without a hit: at the top dose activity change, negative = inhibition, actives largely listed as inhibitors; purified FLuc, Km substrates, luminescence inhibition;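 further: potency means the concentration at half of the fitted maximal effect; plate controls were vehicle for no effect and reference inhibitor for full effect; nearly all actives have a fitted effect of over 55% in size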
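Biochemical qHTS of compounds, final roughly 60 µM downward over six points, against 10 nM purified firefly luciferase using Km concentrations of substrates (10 uM D-luciferin, 10 uM ATP) in Tris acetate pH 7.5 buffer; luminescence output.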
uPA surface inh – inhibitors of cell surface uPA generation; 330,000 compounds, 0.31% hits; cell surface uPA generation assay, qHTS; Potency, µM (series often up to 38.3 µM), inactives show top-dose activity change, negative = inhibition, actives largely listed as inhibitors; AID 540303; active means well fitted inhibition curve with a large enough effect; inconclusive means small, poorly fitted or top-dose-only effect; inactive means no such curve, though single readings can be large or run the other way; tested in mouse RAW 264.7 cells; further: potency means the concentration at half of the fitted maximal effect; on the % scale 0 is the no-effect control and ±100 the full control effect; nearly all actives have a fitted effect of over 55% in size
NPC1 prom act – activators of NPC1 promoter | 320,000 compounds, 2.4% hits | AID 485313 | Potency, µM (doses to about 9.22 µM), for inactives: at the highest dose activation, most hits filed as activators | Huh7 NPC1 promoter luciferase reporter, 24 h;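 further: potency means the concentration at half of the fitted maximal effect; % of control where 0% means no effect; nearly all actives have a fitted effect of over 60% in size; reporter is driven by a mutant NPC1 promoter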
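Luminescence from an NPC1 promoter-driven luciferase reporter in stably transfected Huh7 cells was measured after 24 h compound treatment at 37 °C, followed by 10 min ambient incubation with luciferase detection reagent.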
FBPA coupling cs – coupling enzyme interference in Giardia aldolase counter-screen | coupling enzyme system counterscreen, AmpLite Red fluorescence | 290,000 compounds, 0.67% hits | AID 2472 | activity change, negative = inhibition, % at 58.2 µM, hits read low; in the data active means activity change below about -30%; further: on the % scale 0 is the no-effect control and ±100 the full control effect
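Final compound at 57.5 uM, incubated 10 min at RT with coupling enzyme reagent (glyceraldehyde-3-phosphate), then 20 min with substrate and AmpLite Red detection. Fluorescence read at 525/598 nm; tests interference with the coupling assay, not aldolase inhibition.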
Rab9 prom act – Rab9 promoter activation | Huh7 Rab9 promoter-luciferase reporter, luminescence, 24 h | Potency, µM (titrated, usually from 9.22 µM), for the others: at the highest dose activation, negative = inhibition, most hits filed as activators | 320,000 compounds, 2.8% hits; further: potency means the concentration at half of the fitted maximal effect; % of control where 0% means no effect; nearly all actives have a fitted effect of over 60% in size
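Using Huh7 cells stably transfected with Rab9 promoter–luciferase, compounds were incubated 24 h at 37 °C, 5% CO2; luciferase luminescence was read 10 min after reagent addition.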
Tb PFK inh – blocks T. brucei phosphofructokinase; Potency, µM (top dose mostly 57.5 µM), without a hit: at the highest dose activity, negative = inhibition, actives largely listed as inhibitors; AID 485367; O15648; T. brucei PFK, ADP-Glo luminescence; 330,000 compounds, 0.17% hits;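 further: potency means the concentration at half of the fitted maximal effect; 0% = uninhibited 1x PFK enzyme wells and -100% = no-enzyme wells; nearly all actives have a fitted effect of over 60% in size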
Target sequence (O15648 whole entry, looked up): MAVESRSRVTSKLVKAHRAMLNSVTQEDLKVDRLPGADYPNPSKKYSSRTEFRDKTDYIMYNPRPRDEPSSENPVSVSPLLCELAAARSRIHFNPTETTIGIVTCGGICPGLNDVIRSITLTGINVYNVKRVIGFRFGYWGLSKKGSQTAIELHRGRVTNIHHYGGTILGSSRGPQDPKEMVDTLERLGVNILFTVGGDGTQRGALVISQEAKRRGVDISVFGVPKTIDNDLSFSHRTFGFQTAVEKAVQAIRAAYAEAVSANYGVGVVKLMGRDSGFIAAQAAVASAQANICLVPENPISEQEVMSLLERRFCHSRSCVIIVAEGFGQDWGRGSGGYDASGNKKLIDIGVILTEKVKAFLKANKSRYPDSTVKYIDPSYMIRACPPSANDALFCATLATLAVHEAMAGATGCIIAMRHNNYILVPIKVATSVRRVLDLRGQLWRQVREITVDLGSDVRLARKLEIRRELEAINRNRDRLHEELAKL
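ADP-Glo luminescence quantified ADP after 45 min at room temperature, with 1.25 nM T. brucei PFK, 0.1 mM ATP and 0.5 mM fructose-6-phosphate in pH 8.0 TEA buffer. qHTS titrations up to 57 µM; curves classified by quality.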
ELG1 genotox – genotoxicity induction in ELG1-luciferase HEK293T cells; Potency, µM (titrated, usually from 46 µM), inactives show at the highest dose activity change, positive = activation, hits mostly activators; HEK293T ELG1-luciferase reporter, luminescence, 16 h; 330,000 compounds, 1.3% hits; further: potency means the concentration at half of the fitted maximal effect; % of control where 0% means no effect; nearly all actives have a fitted effect of over 60% in size
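DMSO vehicle served as control against compound-treated ELG1-luciferase HEK293T cells; exposure lasted 16 hr at 37 °C and 5% CO2, followed by ONE-Glo luminescence detection after 30 min.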
Gal4-VP16 FLuc – inhibits Gal4-VP16 luciferase reporter, ROR gamma counter-screen | Drosophila S2 Gal4-VP16 UAS-luciferase, luminescence, 20 h | AID 2546 | Potency, µM (series often up to 53.6 µM), without a hit: at the highest dose activity, negative = inhibition, usual class: inhibitors | 310,000 compounds, 3.5% hits;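 further: Gal4-VP16 expression switched on by copper sulfate through the metallothionein promoter; potency means the concentration at half of the fitted maximal effect; on the % scale 0 is the no-effect control and ±100 the full control effect; nearly all actives have a fitted effect of over 50% in size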
RORg inh – ROR gamma (mouse) transcription inhibition; Potency, µM (series often up to 53.6 µM), for the others: at the top dose activity change, negative = inhibition, actives largely listed as inhibitors; Drosophila S2 Gal4-RORgamma UAS-luciferase reporter, 20 h; P51450; 310,000 compounds, 5.4% hits; further: potency means the concentration at half of the fitted maximal effect; on the % scale 0 is the no-effect control and ±100 the full control effect; nearly all actives have a fitted effect of over 60% in size
Target sequence (P51450 whole entry, looked up, the tested form may be a part): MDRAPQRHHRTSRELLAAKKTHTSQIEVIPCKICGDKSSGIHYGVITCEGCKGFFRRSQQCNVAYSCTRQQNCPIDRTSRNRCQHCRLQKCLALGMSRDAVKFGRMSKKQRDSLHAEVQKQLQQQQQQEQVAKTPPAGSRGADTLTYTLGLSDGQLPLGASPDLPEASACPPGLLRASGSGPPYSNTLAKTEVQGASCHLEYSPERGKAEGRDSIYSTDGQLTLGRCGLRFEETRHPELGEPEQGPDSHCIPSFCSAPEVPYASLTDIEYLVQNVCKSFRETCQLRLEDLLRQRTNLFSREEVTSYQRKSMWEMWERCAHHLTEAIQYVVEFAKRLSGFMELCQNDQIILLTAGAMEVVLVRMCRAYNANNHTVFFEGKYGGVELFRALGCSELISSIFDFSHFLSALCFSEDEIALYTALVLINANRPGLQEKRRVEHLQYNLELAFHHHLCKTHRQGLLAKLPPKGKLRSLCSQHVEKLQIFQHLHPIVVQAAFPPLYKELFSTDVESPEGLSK
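Drosophila Schneider cells stably carrying a metallothionein-driven Gal4 DBD–ROR gamma fusion and a UAS-Photinus luciferase reporter were exposed to compound for 1 hr, then induced with copper sulfate (700 uM final) for 20 hr at ambient temperature before luminescence reading.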
Giardia killer – Giardia lamblia killing | Giardia lamblia trophozoite viability | activity change, % at 7.66 µM, hits read low | 340,000 compounds, 0.15% hits | AID 540267; in the data active means activity change below about -80%; inconclusive means between about -30% and that limit;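 further: parasites exposed to compound for two days anaerobically before the ATP read; on the % scale 0 is the no-effect control and ±100 the full control effect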
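Each well holds 100 Giardia trophozoites and compound. After two days (48 hrs) at 37 deg C in anaerobic conditions, ATP is quantified by luminescence.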
KCNH2 3.1 block – blocks the human KCNH2 3.1 channel isoform; U2OS KCNH2 3.1, thallium flux FluxOr; stronger effect = lower value; activity change, % (tested at about 1.8 µM); AID 720553; 340,000 compounds, 0.95% hits;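 active means maximum activity change below -70%; inconclusive means maximum activity change from -70% to -50%; inactive means maximum activity change above -50%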;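 further: thallium influx rate constant from kinetic fluorescence after stimulation buffer; on the % scale 0 is the no-effect control and ±100 the full control effect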
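Channel expression came from 3.1 mutant virus (1.77 x 10^8 /mL) applied to suspended U2OS cells for 4 h. Flux was tracked with FluxOr dye plus Red40 quencher, and kinetic rate constants normalized to controls.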
Starred values were filed as active, the others as inactive; ? = inconclusive; . = no result given; [ ] = another dose, or the depositor's remark. Unless noted, the call rests on the fitted dose curve; in most records, active means well fitted curve in the direction sought with a large enough effect; inconclusive means small, poorly fitted or top-dose-only effect, or another doubt; inactive means no such curve, though single readings can be large; an effect the other way counts as inactive or inconclusive.

Every second line gives: FLuc counter, uPA surface inh, NPC1 prom act, FBPA coupling cs, Rab9 prom act, Tb PFK inh, ELG1 genotox, Gal4-VP16 FLuc, RORg inh, Giardia killer, KCNH2 3.1 block
CC1CN(C(=S)Nc2ccccc2)N(c2ccccc2)C1 (stereo unspecified)
    1%, 16%, -2%, 3, -3%, 1%, -8%, -12%, 11µM*, -8, 5
O=C(O)c1ccc(S(=O)(=O)c2ccc3c(c2)C(=O)N(NC(=O)c2cccnc2)C3=O)cc1
    -2%, -8%, 2%, 18, 1%, 5%, 1%, -2%, -15%, -15, -17
Cc1nn(-c2ccccc2)c(C)c1NC(=O)COc1ccc(F)cc1Cl
    3%, -2%, -4%, 1, -16%, -15%, -6%, -4%, ?, 8, 7
COc1ccc(COC(=O)c2cc(S(=O)(=O)N3CCCCC3)ccc2N2CCOCC2)cc1
    1%, 1%, -1%, ., -4%, -5%, 11%, ., ., -14, -7
Cc1ccc(-c2ccc(=O)n(Cc3ccc(F)cc3Cl)n2)cc1
    -3%, 6%, -5%, 0, -6%, -3%, -4%, -19%, -2%, 0, -8
CCn1c(/C=C\c2ccccc2C)nc2ccccc2c1=O
    ?, ?, 1%, 1, -1%, 0%, -4%, 28%, -17%, -14, -11
O=[N+]([O-])c1ccccc1/C=C/CN1CCCC(CO)C1 (stereo unspecified)
    1%, -4%, -1%, -1, 0%, 1%, 0%, -1%, -7%, 8, 15
O=C(O)c1cc(-c2cc(C(=O)O)c3ccccc3n2)nc2ccccc12
    ?, ., 0%, 5, -2%, -5%, -1%, 1%, 2%, ., .
CC(C)NC(=O)NC(=O)COC(=O)/C=C/c1ccccc1[N+](=O)[O-]
    3%, -1%, -2%, -1, 0%, -5%, 2%, -15%, -19%, 15, -32
CCOC(=O)c1[nH]cnc1N=Nc1c(O)ccc2ccccc12
    ?, -10%, -8%, -1, -24%, 1%, ?, -7%, -4%, -7, 6
N#CCC(=O)N/N=C1\CCCCC1C1CCCCC1 (stereo unspecified)
    2%, -1%, 3%, 1, -1%, 0%, -4%, -2%, -1%, 1, 9
CC(=O)N1c2ccc(S(=O)(=O)N3CCC(C(=O)Nc4cc(C)ccn4)CC3)cc2CC1C (stereo unspecified)
    -1%, 18%, -5%, 3, -3%, 2%, -1%[9.26 µM], 2%, 43%, 0, 9
O=C(Nc1ccc(NC(=O)c2ccc(Cl)cc2Cl)cc1)c1ccc2c(c1)OCO2
    0%, -3%, -3%, -1, 0%, 1%, 1%, 4%, -25%, 4, 3
Cc1cn(S(=O)(=O)c2cc(Br)ccc2Br)cn1
    2%, 2%, -8%, 3, -4%, 0%, 0%, -17%, 2%, 1, 26
COC(=O)c1ccc(COc2ccc(-c3nnn(CC(N)=O)n3)cc2)cc1
    -1%, 4%, 3%, 0, -4%, -1%, -13%, -10%, 1%, -18, -8
O=C(NNS(=O)(=O)c1ccccc1)c1cc2cc3ccccc3nc2s1
    ?, 5%, 1%, 6, 0%, 27%, 2%, -13%, ?, 1, 1
CCOc1ccccc1N(CC(=O)NCC1CCCO1)C(=O)CCC(=O)Nc1ccccn1 (stereo unspecified)
    1%, 6%, -1%, -2, -2%, 0%, -2%, -18%, 35µM*, -3, -7
CCOC(=O)C1CCN(c2cc(C)nc3cc(-c4cccc(F)c4)nn23)CC1
    1%, ., -10%, 4, -9%, ?, 8%, -20%, 4%, -4, -7
C/C(=N\OCC(=O)OCC(=O)NC(=O)c1ccccc1)c1ccc2c(c1)OCO2
    -3%, 4%, 0%, ., -5%, -1%, 12%, ., ., 25, 1
CCN(C(=O)CN1C(=O)S/C(=C\c2ccc(Cl)cc2)C1=O)C1CCS(=O)(=O)C1 (stereo unspecified)
    -19%, -23%, -1%, -2, -1%, -3%, -3%, 6%, 22%, -25, 16
CC1(C)SC(=S)N(NC(=O)Nc2ccccc2)C1N(O)C(=O)Nc1ccccc1 (stereo unspecified)
    0%, 0%, 0%, ., 9%, 0%, -1%, -11%, 4%, 11, 1
CC(=O)c1cccc(NC(=O)/C(=C\c2ccco2)NC(=O)c2ccco2)c1
    5%, -3%, 2%, ., -1%, -4%, 0%, 2%, 20%, 3, 4
O=C(NCc1ccccc1Cl)C1CCN(C(=O)c2ccco2)CC1
    3%, -1%, -4%, 0, 2%, 3%, 0%, 9%, -27%, -10, -12
O=C(Cn1c(=O)oc2ccccc21)Nc1ccccc1C(F)(F)F
    1%, 1%, 0%, -4, 0%, -1%, -5%, -9%, 1%, -8, 3
Cc1ccc(Cl)cc1N1CCN(C(=O)C(=O)N2CCCCC2)CC1
    -1%, 2%, -3%, 1, 0%, -3%, -4%, -20%, 17%, 22, -1
O=C(c1ccc(Cn2cc(Br)cn2)o1)N1N=C(C(F)F)CC1(O)C(F)F (stereo unspecified)
    0%, ., 0%, 2, 11%, -3%, 1%, -18%, 11µM*, -19, -11
O=C(N/N=C/c1ccc2c(c1)OCO2)c1cccc2ccccc12
    2%, -10%, -10%, 2, 3%, 2%, 9%, 27%, 33%, -6, 15
CC1=C(C(=O)Nc2ccccn2)C(c2ccc(F)cc2)n2ncnc2N1 (stereo unspecified)
    2%, 5%, 2%, 0, 17%, 1%, 6%, -10%, 1%, 4, -3
CC(=O)c1ccc(OCC(=O)Nc2cccc(S(=O)(=O)N3CCCC3)c2)cc1
    ?, -3%, -15%, ., -24%, 0%, -1%, ., ., 2, 12
CCn1c(C)cc2c(c1=O)C(c1ccccc1)C(C(=O)OC)=C(N)O2 (stereo unspecified)
    1%, ., -4%, 3, -31%[inhibitor], -2%, 5%, 6%, -21%, -1, 7
Cc1ccc(S(=O)(=O)N2CCOCC2)cc1C(=O)NCCN1C(=O)S/C(=C\c2ccccc2Cl)C1=O
    ?, -7%, -1%, 0, -1%, -2%, -2%, -10%, ?, 4, 1
CCC(=O)Nc1cccc(NC(=O)c2ccc(Br)cc2)c1
    -17%, 0%, 17%, 1, 23%, -7%, 7%, -5%, 20%, 3, 8
CCOC(=O)c1oc2cc(C)cc(C)c2c1C
    ?, 3%, 1%, 0, -2%, 0%, 2%, 13%, ?, 4, 9
CCCCNC(=O)CSc1nnc(-c2ccco2)n1C
    0%, -1%, -4%, 1, -4%, 1%, 1%, -1%, 16%, 18, -6
COc1ccc(OC)c(CNS(=O)(=O)c2cc(-c3cc(C)no3)ccc2OC)c1
    0%, 2%, 1%, ., -6%, 0%, -2%, -23%, -9%, 13, 21
CCc1cc(=O)oc2cc(C)cc(OCC(=O)NC(Cc3ccc(Cl)cc3)C(=O)O)c12 (stereo unspecified)
    -3%, 4%, -4%, 14, 0%, 0%, -1%, -5%, 18%, -7, 13
COc1ccc(OCC(=O)N/N=C/C(C)=C/c2ccco2)c(Br)c1
    -14%, 0%, 6%, 0, 11%, -6%, -1%, 2%, 7%, -13, -29
Cc1ccc(NC(=O)NCCCc2ccccc2)cc1
    ?, 5%, 8%, 2, 27%, 0%, 5%, -5%, 34%, -12, 0
CCNC(=O)NNC(=O)C1CC(c2cccs2)=NO1 (stereo unspecified)
    1%, 2%, -10%, 3, 2%, 0%, -1%, -14%[10 µM], -20%, -5, -25
CC(Sc1nc2ccccc2c(=O)n1CCc1ccc(S(N)(=O)=O)cc1)C(=O)NC(N)=O (stereo unspecified)
    2%, 0%, -3%, -3, 1%, -20%, -14%, 9%, 31%, 9, -4
COc1ccc(C)cc1NC(=O)c1cnc2n(c1=O)CCS2
    -6%, ., 16%, 0, 23%, -7%, 16%, 18%, ?, -8, 2
CC1=CC(C)(C)Nc2cc(C)c(C)cc21
    12%, 5%, 3%, -6, -10%, -1%, 0%, -6%, -28%, 10, -4
Cc1ccc(Oc2ccc(Cl)cc2N)cc1
    21µM*, 2%, 20%, 0, 16%, 4%, 14%, 1%, ?, 30[activator], 9
COc1cc(C(=O)NCC(c2ccco2)N(C)C)cc(OC)c1OC (stereo unspecified)
    -1%, 3%, 11%, 0, 13%, -8%, 7%, 6%, 5%, -3, -20
O=S(=O)(NCC(c1ccco1)N1CCc2ccccc2C1)c1ccc(Br)cc1 (stereo unspecified)
    1%, -3%, -2%, ., 4%, 3%, ?, ., ., -17, -3
O=C(COc1ncnc2ccccc12)NC(=O)NCc1ccccc1
    1%, ., -4%, -1, -3%, 6%, 1%, 17%, 35%, 3, 15
COc1ccc(-c2nn(-c3ccccc3)cc2/C=C\C(=O)Nc2ccc(C(=O)O)cc2)cc1
    15µM*, 5%, -3%, -4, -3%, 1%, -8%, -24%, -30%, -4, 4
C=CCn1c(-c2ccccc2OCC)n[nH]c1=S
    -12%, 2%, 0%, 4, 7%, -6%, 0%, ?, 10µM*, -2, 3
CN(C)C(=O)N1CCCC(C(=O)NCc2cccs2)C1 (stereo unspecified)
    0%, -2%, -3%, 2, -10%, 3%, 2%, 0%, -18%, -8, 5

From PubChem
